# F-actin modifier – alters cytoskeleton assembly in HUVEC cells; HUVEC TNFa F-actin phalloidin imaging, high content; inhibition, % at 2 µM; 0.18% of 91,000 active; AID 836;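 active means inhibition above the batch mean plus 3 SD and confirmed as a hit by visual image inspection, cut at about 30% in these data, passing the limit was not always enough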; further: strong numbers were not always called active
# IL1B cytotox – toxic to HUVEC cells under IL-1B stimulation; HUVEC cell count loss, Hoechst imaging, IL-1B stimulated; cell count reduction, % at 2 µM; 0.41% of 94,000 active;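 active means cell count reduction more than 3 SD above the screen-wide mean, cut at about 70% in these data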;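 further: normalized per plate to untreated control cells as the no-loss baseline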
# PTK2B oligo ant – Pyk2 (human) oligomerization antagonism. Q14289. Q293 cells, Pyk2 FERM NanoBiT luminescence; stronger effect = lower value. z-score (the deposit names both 25 µM and 10 µM). 0.83% of 99,000 active. AID 1347419;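 active means Z-score of -3 or lower, scaled per plate to the spread of control and sample wells; inactive means z-score above -3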;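 further: negative z-score means lost luminescence so less FERM oligomerization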
# Lung fibro prol – blocks proliferation of human lung fibroblasts. LL 47 human lung fibroblast viability, ATP luminescence; stronger effect = lower value. viability, % at 10 µM. 1.1% of 85,000 active. AID 719;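 active means viability at or below 50% in the single dose screen; inactive means viability above 50%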;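 further: compound exposure lasted 72 h before the ATP readout; 100% = median luminescence of untreated cell-only wells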
#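 Benchmarks: Cell-only wells, no compound | Test system: LL 47 human lung fibroblasts, passage 12 or lower | Input: 1,150 cells/well | Measured by: CellTiter-Glo luminescence measuring cellular ATP | Medium: IMEM, 15% FBS supplement | Schedule: Overnight attachment after seeding, then 72 h compound exposure at 37 °C | Doses: Compound addition at 0.1% DMSO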
# H69AR inhibit – growth inhibitors of human H69AR lung tumor cells | H69AR lung tumor viability, ATP luminescence, 72 h; stronger effect = lower value | viability, % at 10 µM | 6% of 85,000 active | AID 598;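 active means viability at or below 40%; inactive means viability above 40%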;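 further: multidrug resistant small cell line overexpressing MRP-1 efflux transporter; 100% = mean luminescence of untreated control wells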
# HUVEC inhibit – inhibitors of human endothelial cell proliferation. HUVEC proliferation, CellTiter-Glo luminescence, 72 h; stronger effect = lower value. viability, % at 10 µM (by protocol). 1.1% of 86,000 active. AID 648;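 active means viability at or below 30%; inactive means viability above 30%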;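 further: 100% = median luminescence of DMSO-only cell control wells on each plate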
# Smad3 FoxH1 inh – Smad3 (human) transcription factor binding inhibition | TR-FRET Smad3/Dy647-FoxH1 peptide binding, europium anti-His | 0.29% of 88,000 active | P84022 | inhibition, % at 25 µM;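 active means compounds that reduce the energy-transfer binding signal between the protein and its labelled peptide by more than half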;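 further: 0% = Smad3 plus labelled peptide maximal FRET and 100% = peptide-only background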
# Target sequence (P84022 whole entry, looked up): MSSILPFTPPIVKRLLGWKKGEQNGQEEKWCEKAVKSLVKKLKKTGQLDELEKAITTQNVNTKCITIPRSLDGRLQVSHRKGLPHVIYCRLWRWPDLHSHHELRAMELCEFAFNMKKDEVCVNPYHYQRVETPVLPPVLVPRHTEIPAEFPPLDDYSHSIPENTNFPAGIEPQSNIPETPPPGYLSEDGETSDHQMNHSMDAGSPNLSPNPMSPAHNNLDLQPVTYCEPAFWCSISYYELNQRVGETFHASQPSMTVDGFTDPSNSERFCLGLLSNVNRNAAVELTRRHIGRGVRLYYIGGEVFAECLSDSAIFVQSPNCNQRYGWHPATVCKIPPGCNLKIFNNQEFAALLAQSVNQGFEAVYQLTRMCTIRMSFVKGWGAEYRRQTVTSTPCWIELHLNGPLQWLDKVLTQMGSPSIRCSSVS
# VCAM1 TNFa inh – reduces TNF alpha induced VCAM1 expression in HUVEC | HUVEC TNFa-induced VCAM-1 immunofluorescence, high-content imaging | inhibition, % at 2 µM | 0.48% of 95,000 active | AID 802;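 active means inhibition above the batch mean plus 3 SD, with images confirmed as a hit by eye, cut at about 37% in these data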;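 further: 0% = TNF-stimulated DMSO wells and 100% = unstimulated control wells; not every result past the cut was called active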
# HUVEC tox TNFa – HUVEC cytotoxicity counter-screen, TNF alpha stimulated | HUVEC TNFalpha-stimulated, Hoechst cell count, imaging | cell count reduction, % at 2 µM | 0.17% of 93,000 active;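 active means cell count reduction exceeding the screen mean by over 5 SD, scaled to untreated wells per plate, cut at about 78% in these data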;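 further: cells counted after 24 h of TNF alpha exposure following the 1 h pretreatment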
# The depositor's hits bear a star; . = no result given; [ ] = another dose, or the depositor's remark.
SMILES,F-actin modifier,IL1B cytotox,PTK2B oligo ant,Lung fibro prol,H69AR inhibit,HUVEC inhibit,Smad3 FoxH1 inh,VCAM1 TNFa inh,HUVEC tox TNFa
COc1cc(S(=O)(=O)N2CCC(C(N)=O)CC2)c(C)cc1C,7,-22,-0.28,103,84,100,-4,9,-31
COc1ccc(S(=O)(=O)N2CCN(C(=O)NC3CCCCC3)CC2)cc1OC,6,-9,1.3,115,86,93,-1,0,15
CN(C(=S)NC(=O)CCCOc1ccc(Cl)cc1Cl)c1ccccc1,14,17,0.05,.,.,.,.,9,-26
CC(C)NC(=S)N/N=C1\CCCCC1C1CCCCC1 (stereo not drawn),6,-7,1.4,.,.,.,.,-1,-51
O=S(=O)(c1ccc2c(c1)N(Cc1ccc(Cl)cc1)C1CCCN21)N1CCOCC1 (stereo not drawn),-1,3,0.28,.,.,.,.,-22,.
O=C(c1cccs1)N1CCN(S(=O)(=O)N2CCCCC2)CC1,0,92*,-0.74,100,87,109,0,21,-1
CCCN1C(=O)C2C(C(=O)Nc3cccc(OC)c3)C3C=CC2(O3)C1C(=O)NC1CCCCC1 (stereo not drawn),10,24,0.37,.,87,101,4,-19,8
O=S(=O)(NCCSc1ccc(Cl)cc1)c1ccc2c(c1)OCCO2,-18,-8,-1.4,91,95,95,-4,0,-4
COc1nc(NC(C)(C)C)nc(Oc2ccc(=O)n(C)n2)n1,-7,9,.,97,106,97,3,6,-7
Cc1ccc(NC(=O)CSc2nnc(-c3ccc(S(=O)(=O)N4CCCC4)cc3)o2)cc1C,18,4,-0.02,92,32*,53,-3,8,15
CCOCCCNC(=O)c1cc(C)nn1-c1ccccc1,.,.,.,93,92,95,-2,.,.
COc1cc2ccccc2cc1C(=O)N1CCN(C)CC1,-1,-39,0.04,95,86,84,2,10,-9
O=C(Nc1cc2ccccc2oc1=O)C1CCCCC1,-27,-5,1.1,99,98,101,7,0,5
CCOC(=O)N1CCN(C(=O)c2ccc3nc4ccsc4c(=O)n3c2)CC1,.,.,.,89,87,92,5,.,.
COC(=O)c1ccccc1NC(=O)Cn1ccnc1,-15,-42,0.97,106,99,96,-2,28,-11
O=c1[nH]c(Nc2nc3ccccc3o2)nc2c1CCCC2,-14,1,-3.3*,5.6*,17*,55,3,21,-26
Cc1cccc(C)c1NC(=O)CCS(=O)(=O)c1cccc2nsnc12,7,-4,1.6,101,102,92,10,23,3
O=C1CC(c2cccs2)c2cc3c(cc2N1)OCO3 (stereo not drawn),-2,-36,0.21,109,85,99,2,6,-37
CCC(C)NC(=O)Cn1nc(C(F)(F)F)c2c1CCCC2 (stereo not drawn),-8,34,0.1,96,93,87,4,-8,-24
CCOc1ccc2nc(N3CCCC(C(=O)N4CCN(CC)CC4)C3)sc2c1 (stereo not drawn),-10,4,.,91,81,96,-3,0,-32
CC(C)Oc1ccc(C(CC(=O)O)NC(=O)c2cccs2)cc1 (stereo not drawn),3,.,2,103,95,99,5,-17,-3
CCS(=O)(=O)Nc1cccc(C(=O)CC2(O)C(=O)Nc3ccccc32)c1 (stereo not drawn),-8,-24,2.5,95,73,93,4,3,-14
COc1cc(OC)cc(-c2nnc(SCc3cccc(C(=O)O)c3)o2)c1,.,-9,0.07,99,86,99,11,-6,-20
CCOc1ccc(N2C(=O)c3cccnc3C2Nc2ccc(Cl)cc2)cc1 (stereo not drawn),.,-36,-1.3,96,90,81,0,12,-23

# Another view of 15 compounds above.
# Every second line gives: F-actin modifier, IL1B cytotox, PTK2B oligo ant, Lung fibro prol, H69AR inhibit, HUVEC inhibit, Smad3 FoxH1 inh, VCAM1 TNFa inh, HUVEC tox TNFa
CCCN1C(=O)C2C(C(=O)Nc3cccc(OC)c3)C3C=CC2(O3)C1C(=O)NC1CCCCC1 (stereo not drawn)
  10, 24, 0.37, ., 87, 101, 4, -19, 8
O=S(=O)(NCCSc1ccc(Cl)cc1)c1ccc2c(c1)OCCO2
  -18, -8, -1.4, 91, 95, 95, -4, 0, -4
COc1nc(NC(C)(C)C)nc(Oc2ccc(=O)n(C)n2)n1
  -7, 9, ., 97, 106, 97, 3, 6, -7
Cc1ccc(NC(=O)CSc2nnc(-c3ccc(S(=O)(=O)N4CCCC4)cc3)o2)cc1C
  18, 4, -0.02, 92, 32*, 53, -3, 8, 15
CCOCCCNC(=O)c1cc(C)nn1-c1ccccc1
  ., ., ., 93, 92, 95, -2, ., .
COc1cc2ccccc2cc1C(=O)N1CCN(C)CC1
  -1, -39, 0.04, 95, 86, 84, 2, 10, -9
O=C(Nc1cc2ccccc2oc1=O)C1CCCCC1
  -27, -5, 1.1, 99, 98, 101, 7, 0, 5
CCOC(=O)N1CCN(C(=O)c2ccc3nc4ccsc4c(=O)n3c2)CC1
  ., ., ., 89, 87, 92, 5, ., .
COC(=O)c1ccccc1NC(=O)Cn1ccnc1
  -15, -42, 0.97, 106, 99, 96, -2, 28, -11
O=c1[nH]c(Nc2nc3ccccc3o2)nc2c1CCCC2
  -14, 1, -3.3*, 5.6*, 17*, 55, 3, 21, -26
Cc1cccc(C)c1NC(=O)CCS(=O)(=O)c1cccc2nsnc12
  7, -4, 1.6, 101, 102, 92, 10, 23, 3
O=C1CC(c2cccs2)c2cc3c(cc2N1)OCO3 (stereo not drawn)
  -2, -36, 0.21, 109, 85, 99, 2, 6, -37
CCC(C)NC(=O)Cn1nc(C(F)(F)F)c2c1CCCC2 (stereo not drawn)
  -8, 34, 0.1, 96, 93, 87, 4, -8, -24
CCOc1ccc2nc(N3CCCC(C(=O)N4CCN(CC)CC4)C3)sc2c1 (stereo not drawn)
  -10, 4, ., 91, 81, 96, -3, 0, -32
CC(C)Oc1ccc(C(CC(=O)O)NC(=O)c2cccs2)cc1 (stereo not drawn)
  3, ., 2, 103, 95, 99, 5, -17, -3

# Following part:
SMILES,F-actin modifier,IL1B cytotox,PTK2B oligo ant,Lung fibro prol,H69AR inhibit,HUVEC inhibit,Smad3 FoxH1 inh,VCAM1 TNFa inh,HUVEC tox TNFa
O=C(CN1C(=O)CSC1=O)Nc1ccc(F)c(F)c1F,-12,4,1.5,102,93,110,-8,-8,-12
Cc1ccc2c(c1)C(O)(c1c(C)[nH]c3ccccc13)C(=O)N2 (stereo not drawn),11,-22,-0.14,91,82,88,-18,8,-15
Cc1ccccc1Cn1nnc(-c2ccc3c(c2)OCO3)n1,-4,-7,-2,81,100,97,16,16,-20
COc1ccc(C(=O)Nc2nncs2)cc1S(=O)(=O)N1CC(c2ccccc2)CC1=O (stereo not drawn),-7,0,.,93,61,87,-6,-3,-10
CC(=O)Nc1c(C(=O)O)[nH]c2ccccc12,.,-5,-0.39,87,98,105,12,.,.
COc1ccc(-n2c(SCC(=O)Nc3nccs3)nnc2-c2ccoc2C)cc1,-6,-10,1.9,.,.,.,.,1,-13
Oc1c(C(Nc2nc3ccccc3s2)c2ccco2)ccc2cccnc12 (stereo not drawn),8,-10,-0.13,17*,44,4.5*,6,1,-4
COc1ccc2c(c1OC)C(=O)N(c1cccc(C)c1)C2=O,.,8,0.83,95,101,94,10,-10,3
CC(=O)Oc1cccc(N2C(=O)C3C(C2=O)C2C=CC3C23CC3)c1 (stereo not drawn),2,-25,-0.18,95,89,103,-3,10,-2
O=C(NCCN1CCOCC1)c1ccc2c(c1)N(Cc1ccccc1F)C(=O)CS2,8,-9,-0.03,95,93,96,-7,13,-13
Cc1cc(C)c2nc(SCC(=O)N3CCCCC3)c(C#N)cc2c1,29,-19,-0.13,101,90,98,20[fluorescence artefact?],5,-22
CCOC(=O)c1ccc(NC(=O)CSc2nnc(COc3ccccc3OC)n2CC)cc1,12,-16,0.02,100,90,80,-8,-1,-14

# Molecules above with a furan ring, fused or not, in the order listed:
SMILES,F-actin modifier,IL1B cytotox,PTK2B oligo ant,Lung fibro prol,H69AR inhibit,HUVEC inhibit,Smad3 FoxH1 inh,VCAM1 TNFa inh,HUVEC tox TNFa
COc1ccc(-n2c(SCC(=O)Nc3nccs3)nnc2-c2ccoc2C)cc1,-6,-10,1.9,.,.,.,.,1,-13
Oc1c(C(Nc2nc3ccccc3s2)c2ccco2)ccc2cccnc12 (stereo not drawn),8,-10,-0.13,17*,44,4.5*,6,1,-4

# Later entries.
SMILES,F-actin modifier,IL1B cytotox,PTK2B oligo ant,Lung fibro prol,H69AR inhibit,HUVEC inhibit,Smad3 FoxH1 inh,VCAM1 TNFa inh,HUVEC tox TNFa
Cc1cc2nc(C3CCCN(C(=S)Nc4ccccc4)C3)[nH]c2cc1C (stereo not drawn),5,3,-0.17,.,.,.,.,-22,1
COc1ccccc1C1(O)CCN(CC(=O)Nc2c(C)nn(C)c2C)CC1,.,.,0.82,98,98,89,-6,.,.
O=C(Nc1nnc(-c2ccco2)s1)C1CCN(S(=O)(=O)c2ccc(Cl)cc2)CC1,-5,-18,1.7,85,80,81,0[fluorescence artefact?],9,-23
Cn1cccc1C1NC(=O)c2c(sc3c2CCC(C(C)(C)C)C3)N1 (stereo not drawn),1,7,0.03,95,61,105,10,9,-19
CCc1nc(OCc2ccccc2)c2sc3nc4c(cc3c2n1)COC(C)(C)C4,8,15,0.82,92,105,113,1,7,-13
CC1=C(C(=O)Nc2ccccc2C)C(c2ccc(C)o2)N2C(=O)CSC2=N1 (stereo not drawn),4,-160,1.7,106,98,105,2,2,-14
N#CC(C(=O)NCCc1ccccc1)c1nc2ccccc2nc1N1CCCCC1 (stereo not drawn),8,-15,0.85,89,91,85,22[fluorescence artefact?],-16,-5
O=C(NCC1c2ccccc2CCN1C(=O)CN1CCOCC1)C1CCCCC1 (stereo not drawn),28,-12,0.01,97,95,101,63*[fluorescence artefact?],12,-11
COC(=O)C1CCN(C(=O)NC(C)(C)C)CC1,4,-9,0.14,105,91,96,-11,22,-2
Cn1cc(C(=O)NCC2COc3ccccc3O2)c(=O)c2cc(S(=O)(=O)N3CCCCC3)ccc21 (stereo not drawn),6,-26,-0.16,92,76,73,-8,-1,-11
COc1ccc(O)c(CN2CCN(C/C=C/c3ccccc3)CC2)c1,.,.,0.84,104,80,98,-6,.,.
CN(C)CCNC(=O)Nc1ccc(Cl)c(Cl)c1,-5,14,0.81,.,.,.,.,2,.
COc1cccc2c1OC1(C)CC2NC(=O)N1Cc1ccccc1 (stereo not drawn),-43,8,0.55,98,101,107,-5,4,3
Clc1ccsc1-c1csc(-c2cccnc2)n1,.,-2,-0.86,75,17*,38,9,-6,-8
CC1CC(C)CN(c2oc(-c3ccco3)nc2C#N)C1 (stereo not drawn),-17,13,0.75,95,88,91,3,-16,9
CCCc1cc(=O)[nH]c(SCC(=O)c2cc(C)n(CCC)c2C)n1,-1,2,0.85,107,83,109,-10,26,0
COCCNC(=O)C(=O)Nc1cccc(Br)c1,-1,-55,0.04,103,100,91,7,-8,-26
O=C(CSc1nnnn1C1CCCCC1)N1CCc2ccccc21,18,-20,-0.51,.,81,103,6,11,-19
O=C1C(C=NCc2ccco2)=C(O)c2ccccc21,.,.,-0.71,92,57,85,14,.,.
CCn1c(SCC(=O)Nc2ccccc2)nnc1C1CCCCC1,23,-8,1.6,111,108,108,-6,-6,-22
O=C(Nc1cccc(NC(=O)c2ccccc2[N+](=O)[O-])n1)c1ccccc1[N+](=O)[O-],-14,9,0.36,.,.,.,.,2,2
CCc1nnc(NC(=O)c2ccc3c(c2)C(=O)N(CC(C)C)C3=O)s1,24,-1,.,97,84,95,15,12,-24
COc1c(C(=O)Nc2c(C)n(C)n(-c3ccccc3)c2=O)ccc2ccccc12,20,4,0.52,101,97,101,-4,13,-16
O=[N+]([O-])c1cn(-c2nc(-c3ccco3)cc(C(F)(F)F)n2)cn1,-4,-1,0.96,98,88,106,15,7,-8

# A portion of the library; count on the stated rates, not on these rows.
